PPC-1+TRAIL kill – compounds killing PPC-1 cancer cells with TRAIL present, primary screen, TRAIL potentiator project, ATPLite luminescence, uHTS; PPC-1 cells + TRAIL, ATPLite viability luminescence; cell killing (% activity), % at 4 µM; hit rate 0.41% among 220,000;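 active = cell killing above 50% in the first pass at 4 µM, then a duplicate retest at 5 µM averaging 50% or more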;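 also: plate controls were cells with TRAIL plus DMSO for no effect and medium-only wells lacking cells for full effect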
p97 inhibitor – inhibitors of human p97 ATPase, primary screen, biochemical | inhibition, % at 8 µM | hit rate 0.42% among 220,000 | recombinant p97 ATPase, Kinase-Glo ATP luminescence, 3 h | Transitional endoplasmic reticulum ATPase (Homo sapiens), P55072; in the data active = inhibition above about 15%;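 also: 0% = DMSO vehicle and 100% = wells lacking enzyme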
PGE2 EP2 inh – human EP2 receptor antagonists, primary screen, TR-FRET cAMP, C6 glioma cells; Prostaglandin E2 receptor EP2 subtype (Homo sapiens), P43116; C6 glioma cells expressing human EP2; cells stimulated with saturating PGE2; inhibition, % at 25 µM; hit rate 0.52% among 260,000; AID 1422, 2008;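 active = percent inhibition above 40 after rounding to a whole number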;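 also: rat C6 glioma host cells with rolipram phosphodiesterase inhibitor present; the protocol text gives 20 µM as final concentration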
Ba/F3 V617F tox – reduced viability of JAK2V617F-dependent Ba/F3 cells, primary screen, JAK2V617F inhibitor project, cell-based, Ba/F3 EpoR-JAK2V617F, luminescence | ATP luminescence | inhibition, % at 5.6 µM | hit rate 1.1% among 220,000;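 active = inhibition above the campaign mean plus 3 SD over all tested compounds, cut at about 24% in these data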;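 also: cytokine-independent growth of Ba/F3 cells driven by EpoR plus mutant JAK2; 0% = DMSO-treated cells and 100% = JAK inhibitor I control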
RBBP9 inh – human RBBP9 inhibitors, primary screen, biochemical, fluorescence polarization, FP-Rh probe, HTS; inhibition, % at 7.94 µM; recombinant RBBP9; hit rate 0.2% among 220,000; Serine hydrolase RBBP9 (Homo sapiens), O75884;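 active = inhibition above the campaign mean of all tested compounds plus 3 SD, cut at about 14% in these data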;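 also: plate controls were DMSO wells with RBBP9 for no effect and wells lacking RBBP9 protein for full effect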
Target sequence (O75884 whole entry, looked up): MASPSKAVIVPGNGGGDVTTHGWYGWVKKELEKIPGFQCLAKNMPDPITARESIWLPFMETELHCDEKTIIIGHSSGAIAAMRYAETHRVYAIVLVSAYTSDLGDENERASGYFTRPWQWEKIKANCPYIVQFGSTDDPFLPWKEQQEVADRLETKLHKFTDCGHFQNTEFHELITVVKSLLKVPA
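System: RBBP9 protein / Buffer or medium: Tris/NaCl buffer pH 8.0 with 0.1% Pluronic / Probe or stimulus: Serine-hydrolase probe FP-Rh, 375 nM pre-mixing / Dosing: 7.94 µM single dose, 0.794% DMSO / Times: enzyme-compound preincubation 30 min, then probe labeling 45 min, 25 °C / Technique: fluorescence polarization (mP), excitation 525 nm, emission 598 nm / Replication: singlicate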
Tb hexokinase – Trypanosoma brucei hexokinase 1 inhibitors, primary screen, biochemical, G6PDH-coupled NADH absorbance, MLSCN library; hexokinase 1 [Trypanosoma brucei]; recombinant TbHK1, G6PDH-coupled NADH A340; inhibition, % at 10 µM; hit rate 0.11% among 220,000;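 active = inhibition of 50% or more in the single-dose primary screen; inactive = inhibition below 50%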
Furin inhibitor – human furin inhibitors, primary screen, biochemical, fluorescence intensity. purified furin, fluorogenic substrate cleavage. inhibition, % at 30 µM. hit rate 0.061% among 220,000. AID 463115, 2010; in the data active = inhibition above about 25%; also: inactives centre near -15
Target sequence (P09958 108-714 limits assumed): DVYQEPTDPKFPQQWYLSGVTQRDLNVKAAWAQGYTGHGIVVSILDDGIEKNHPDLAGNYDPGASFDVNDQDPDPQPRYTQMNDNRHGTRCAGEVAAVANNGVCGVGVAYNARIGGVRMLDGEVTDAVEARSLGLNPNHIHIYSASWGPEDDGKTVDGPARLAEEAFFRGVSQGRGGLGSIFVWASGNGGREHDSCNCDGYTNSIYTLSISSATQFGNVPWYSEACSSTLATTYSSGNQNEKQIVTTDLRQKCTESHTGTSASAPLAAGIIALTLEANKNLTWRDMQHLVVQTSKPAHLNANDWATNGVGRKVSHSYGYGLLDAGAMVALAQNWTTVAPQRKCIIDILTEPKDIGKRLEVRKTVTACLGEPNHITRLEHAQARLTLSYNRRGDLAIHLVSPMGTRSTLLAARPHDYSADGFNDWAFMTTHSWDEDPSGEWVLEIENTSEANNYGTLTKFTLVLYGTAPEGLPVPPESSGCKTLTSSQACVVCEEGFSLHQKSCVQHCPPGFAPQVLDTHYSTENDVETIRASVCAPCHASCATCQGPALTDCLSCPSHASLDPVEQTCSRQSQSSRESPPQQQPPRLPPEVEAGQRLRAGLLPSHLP
p47phox inh – p47phox/p22phox peptide binding inhibitors, primary screen, biochemical, uHTS, NADPH oxidase regulatory subunit; Neutrophil cytosol factor 1 (Homo sapiens), P14598; fluorescence polarization, 2 h; inhibition, % at 24.7 µM; hit rate 0.53% among 220,000; AID 1274, 2008;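 active = inhibition above about 30%, limit read from the data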;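 also: 0% = p47phox with labelled peptide and 100% = labelled peptide alone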
BaF3 tox – parental Ba/F3 cell viability inhibition, counter-screen for JAK2V617F inhibitor project, murine pro-B, CellTiter-Glo luminescence; CellTiter-Glo ATP luminescence; inhibition, % at 5.6 µM; hit rate 1.1% among 220,000;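 active = inhibition above a per-campaign cutoff, the mean inhibition of all tested compounds plus 3 SD, cut at about 27% in these data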;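 also: 0% = DMSO wells and 100% = JAK Inhibitor I control wells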
* marks the source's active call; other numbers are inactive results; . = no result given; & = joins results of further samples; [ ] = dose if it differs, or a comment.

Start of the data: the first three records, to show the layout:
SMILES	PPC-1+TRAIL kill	p97 inhibitor	PGE2 EP2 inh	Ba/F3 V617F tox	RBBP9 inh	Tb hexokinase	Furin inhibitor	p47phox inh	BaF3 tox
CCc1cc(C(=O)N2CCc3c([nH]c4ccccc34)C2c2ccc(OC)cc2F)no1 (stereo unspecified)	8	-4	3	4	-6	0	4	-24	7
CCOC(=O)C1CCN(C(=O)CSc2ccc(Cl)cc2)CC1	12	-3	16	-5	0	-1	-4[20 µM]	12	-1
O=C(CN(Cc1ccc2c(c1)OCO2)C(=O)CSc1nc2ccccc2o1)NC1CCCCC1	17	-3	13	2	4	-4	-1	-12	0

All compounds of this part, previewed entries included:
SMILES	PPC-1+TRAIL kill	p97 inhibitor	PGE2 EP2 inh	Ba/F3 V617F tox	RBBP9 inh	Tb hexokinase	Furin inhibitor	p47phox inh	BaF3 tox
CCc1cc(C(=O)N2CCc3c([nH]c4ccccc34)C2c2ccc(OC)cc2F)no1 (stereo unspecified)	8	-4	3	4	-6	0	4	-24	7
CCOC(=O)C1CCN(C(=O)CSc2ccc(Cl)cc2)CC1	12	-3	16	-5	0	-1	-4[20 µM]	12	-1
O=C(CN(Cc1ccc2c(c1)OCO2)C(=O)CSc1nc2ccccc2o1)NC1CCCCC1	17	-3	13	2	4	-4	-1	-12	0
Cc1cc(N2CCN(c3ccccn3)CC2)n2nc(C)nc2n1	.	2	11	-3	-4	0	-19[20 µM]	.	0
CCc1cccc(OCC(=O)Nc2ccc(S(=O)(=O)Nc3onc(C)c3C)cc2)c1	3	9	.	-3	-5	-15	-26	3	5
Clc1ccc(COc2ccccn2)cc1Cl	-13	-6	4	3	0	-2	-14[20 µM]	-2	10
CCN(C1CCS(=O)(=O)C1)S(=O)(=O)c1cccs1 (stereo unspecified)	-15	-1	4	-7	-3	-1	-4[20 µM]	-11	-2
O=C(O)CS(=O)(=O)CC(=O)O	5	-7	13	5	-4	-2	-18	-11	4
CC(NC(=S)N1CCOCC1)c1ccccc1 (stereo unspecified)	27	6	4	-2	0	37	-15	-7	8
CCN1CCN(CCNC(=O)c2cn(C(C)c3ccccc3F)nn2)CC1 (stereo unspecified)	0	5	9	-2	0	-3	-15[20 µM]	-12	9
Cc1cc(NC(=O)Cn2c(=O)c3c(ncn3CCC(C)C)n(Cc3ccccc3)c2=O)no1	.	0	5	4	-15	-3	-25	-5	6
COC(=O)c1cc(C#N)c(NCc2ccc(Cl)cc2Cl)nc1C	-12	-2	5	6	-4	2	-16[20 µM]	.	14
CCN1CCN(C(c2ccc(F)cc2)c2nnnn2Cc2cccs2)CC1 (stereo unspecified)	21	4	11	0	-11	6	-30	-3	5
O=C(NN1CCOCC1)c1cnn2c(C(F)F)cc(-c3ccccc3)nc12	2	5	7	0	6	-9	-1	0	5
COc1cccc(N2CCN(c3ccc(N4C(=O)CCC4=O)cc3[N+](=O)[O-])CC2)c1	5	2	5	0	-2	-5	-23	0	-2
COc1cc(OC)cc(C(=O)NCC(=O)OCC(=O)C(C)(C)C)c1	-4	5	1	-5	3	1	-18	-10	1
C[n+]1cnc(-c2ccccc2)cc1-c1ccccc1	18	13	5	-1	-3	-32	0	-16	2
CC(O)CNC(=O)C1CCN(Cc2ccc(OCc3ccccc3)cc2)CC1 (stereo unspecified)	4	3	1	-5	-5	6	-32	-6	3
O=C1c2ccccc2-n2c1nc1ccccc1c2=O	38	1	54*	-2	-5	-16	-17	2	0
COC(=O)CCCC1=CC2=C(c3ccccc3)C(=O)C(C)(OC(=O)C3CCCC3)C(=O)C2=CN1CCCCO (stereo unspecified)	-25	.	14	.	.	-20	-13	-12	.
C(=N\n1cnnc1)/c1cccn1-c1ccccc1	33	4	5	-1	-5	-26	-7[20 µM]	2	6
Cc1ccc(N(CC(=O)N/N=C/c2cccs2)S(C)(=O)=O)cc1Cl	6	1	24	-3	-10	0	-15[20 µM]	17	4
O=S(=O)(Nc1ccccn1)c1ccc(Cl)c2ccccc12	4	3	4	2	-4	2	-27	0	5
CCOC(=O)N1c2ccccc2C=CC1OCC (stereo unspecified)	13	3	11	-3	-5	3	-21	-8	6
COC(=O)c1cc(NC(=O)c2nccnc2C(=O)O)cc(C(=O)OC)c1	4	3	10	-1	-2	-5	-9	-12	3
CCc1ccc(NC(=O)CN(c2cccc(C)c2)S(C)(=O)=O)cc1	17	-1	6	-2	3	-6	-9[20 µM]	-9	0
O=C(NNC(=O)c1cc2cc3ccccc3nc2s1)c1cccc(C(F)(F)F)c1	9	1	.	-3	3	-12	-6[20 µM]	-7	5
C=CCn1cc(C(C)=O)c(=O)[nH]c1=O	7	-5	4	3	1	-4	-16	-4	4
Cc1ccc(Nc2nnc(-c3ccc4c(c3)OCO4)o2)c(C)c1	8	7	9&12	-1	0	-3	-22	-2	1
COc1ccc(Nc2nc(N)nc(CN3CCOCC3)n2)cc1	23	3	4	0	-5	-3	-27	-13	7
COc1ccc(Cl)cc1NC(=O)CN(C1CCCCC1)S(C)(=O)=O	-9	1	6	-4	-1	6	-4[20 µM]	18	1
CC(C)(C)Nc1nc(SCc2ccccc2)nc(N2CCOCC2)n1	10	-4	5	0	-3	-1	-12[20 µM]	-3	1
CCCCSc1nc(C)c(C(C)=O)cc1C#N	16	-8	-1	3	-5	-5	2	-6	7
CCC1(C)Cc2ccccc2-c2nc(-c3ccccc3)oc(=O)c21 (stereo unspecified)	0	3	5	-1	-3	-1	-10[20 µM]	-12	3
c1nc(N2CCOCC2)c2c3c(sc2n1)CCCC3	14	4	2	-3	5	-4	-8[20 µM]	-9	2
CCC1=NN2C(=N)/C(=C\c3cccn3-c3ccc(OC)cc3)C(=O)N=C2S1	-1	-5	0	7	-13	-5	-11	-12	9
CCOC(=O)NC(=O)c1cn(N(C)c2ncc(C(F)(F)F)cc2Cl)c(=O)[nH]c1=O	14	1	3	0	4	-3	-23	11	3
CCn1ncc(C(=O)Nc2ccccc2C)c1C	14	3	8	-2	-11	0	3	1	1
CC(C)(C)c1cc2cccnc2n1Cc1cccc(Cl)c1	-3	-3	10	-1	0	0	-10[20 µM]	-1	-1
CSc1cccc(NC(=O)Nc2nc3c(C)cccc3s2)c1	10	-2	5	-1	2	-16	-4	-11	1
CCc1ccc(-c2cc(C(=O)N/N=C/c3c[nH]c4ccccc34)[nH]n2)cc1	31	6	4	3	1	-12	-21	-70	9
CCC(CCC(=O)Nc1ccc(S(N)(=O)=O)cc1)C(=O)O (stereo unspecified)	20	3	3	1	-5	-2	-17[20 µM]	-7	4
COc1cc(OC)cc(-n2nnnc2SCC(=O)NCc2ccc3c(c2)OCO3)c1	-3	-1	4	-1	-11	3	-6	-4	0
COc1ccc(CN2CC(C(=O)NCC3CCCO3)CC2=O)cc1 (stereo unspecified)	0	4	3	-3	-9	0	-16[20 µM]	-3	2
COc1ccc2nc(NC(=O)c3cccnc3SC)sc2c1	18	4	12	3	3	17	-3	-11	9
Cc1ccccc1-c1ccc(=O)n(CC(=O)Nc2ccc(N3CCOCC3)cc2)n1	-6	5	3	-5	0	-6	-14	2	1
CCOc1cc(NC(=S)NCCCN2CCOCC2)c(OCC)cc1NC(=O)c1cccc(F)c1	9	2	3	4	-6	-11	-22	1	-7
Cc1ccc(SC(C)C(=O)N2CCC(C(N)=O)CC2)cc1 (stereo unspecified)	-3	4	12	-4	-3	-1	-29	2	-2
COC(=O)CCS(=O)(=O)c1ccc(Cl)c(Cl)c1	17	-3	3	-1	-4	-10	-27[20 µM]	-30	1
CCC(C)(C)n1nnnc1C(c1ccc(O)c(OC)c1)N1CCN(c2nc3ccccc3s2)CC1 (stereo unspecified)	2	5	8	2	0	-10	-8	-7	7
O=S(=O)(/N=C(/Nc1ccc(F)cc1F)c1ccccc1)c1ccccc1	8	-1	6	-1	-5	4	-10	-8	4
O=C(N/N=C/C=C/c1ccc([N+](=O)[O-])cc1)c1cccs1	-3	-1	13	1	-9	-17	-16[20 µM]	-54	4
COC(=O)CNC(=O)c1cccc(Cl)c1	19	2	0	0	-4	-5	-26	4	2
N#C/C(=C/c1cc[nH]c1)C(N)=S	0	3	4	1	0	-6	-14	-23	7
CCN(CC)S(=O)(=O)c1ccc(NC(=O)c2cccc3c2C(=O)N(CCOC)C3)cc1	18	-2	6	3	-5	-10	-25	-4	9
Cc1cccc(OCC(=O)O/N=C(\N)Cc2ccc([N+](=O)[O-])cc2)c1	8	3	5	3	-9	-1	-24	0	6
CC1CCN(S(=O)(=O)c2csc(C(=O)Nc3ccccc3)c2)CC1	24	-4	8	4	-10	-5	-20[20 µM]	-9	6
CN(CC(=O)N1CCN(c2ccc(F)cc2)CC1)S(=O)(=O)c1ccc2c(c1)c(=O)n(C)c(=O)n2C	4	2	5	-2	-10	-5	-18	-5	1
O=C(O)c1ccc(COc2c(F)c(F)cc(F)c2F)cc1	23	4	15	0	3	0	-10[20 µM]	0	6
Cc1cc(C(=O)NCc2cccnc2)no1	16	5	9	0	-7	2	-25	-17	4
New compounds follow.
SMILES	PPC-1+TRAIL kill	p97 inhibitor	PGE2 EP2 inh	Ba/F3 V617F tox	RBBP9 inh	Tb hexokinase	Furin inhibitor	p47phox inh	BaF3 tox
Cc1ccc(NC(=S)N(CCCN2CCN(C)CC2)Cc2cccs2)cc1	9	4	5	19	10	1	-12	-11	17
COc1ccc(NC(=O)N2CCCC(CCC(=O)N(C)CCc3ccccn3)C2)cc1 (stereo unspecified)	.	8	3	-2	-1	1	-25	-4	4
COc1ccc(-c2nnc(SCC(=O)OC3CCCCC3)o2)cc1OC	-7	0	9	-2	1	6	-34	-10	2
Cc1ccc(NC(=O)NC(=S)NC(=O)c2ccccc2)cc1	8	4	11	-2	-2	-2	-16	-8	0
N#C/C=C(/N)c1ccc(Br)cc1	1	3	9	-2	-12	-2	-21[20 µM]	-2	7
COc1ccc(-n2nnnc2SCC(=O)Nc2cccc(C)n2)cc1OC	5	2	8	-4	-5	5	-16	-1	0
CNc1nc(Nc2ccc(C(C)=O)cc2)nc(OC(C(F)(F)F)C(F)(F)F)n1	1	-1	17	0	-7	30	-18	26	3
CC1CN(S(=O)(=O)N(C)C)CCN1S(=O)(=O)N(C)C (stereo unspecified)	12	-5	1	2	-18	6	-9[20 µM]	-20	5
CCOc1cc(CN2CCN(C(=O)c3ccco3)CC2)ccc1OC	10	-1	6	2	-8	3	-13	-8	8
COc1ccccc1N1CCN(C(CNS(=O)(=O)c2ccc(C)cc2)c2cccnc2)CC1 (stereo unspecified)	2	-6	-6	3	-1	-6	0[20 µM]	-9	6
CSC1=NCCN1C(=O)Cc1cccs1	12	5	18	-3	-7	-5	-5	-4	0
CC(C)(C)c1nnc(NC(=O)c2ccc(Cl)nc2)s1	16	2	4	2	-1	-14	-15	-22	-4
CC1=NN(c2ccccc2)C(=O)/C1=C\c1cc(C)n(-c2ccccc2)c1C	12	-4	10	1	-8	-11	-7	-5	1
O=C(CCNC(=O)c1ccc([N+](=O)[O-])cc1)Nc1nccs1	12	0	9	0	-5	-3	-11	-6	0

Compound activity: PubChem BioAssay, several laboratories

Only part of the results is shown, so the mix of outcomes need not match the whole.
